FBW7 act: FBW7 E3 ligase activators, primary screen, biochemical, AlphaScreen, human; AlphaScreen FBW7–phospho-cyclin E peptide binding, activator screen; hit rate 0.13% among 650,000; normalized activity (activation), % at 26.1 µM; in the data active means normalized activity above about 1.9%;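 further: purified mutant Fbw7 with reduced substrate affinity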
Target sequence (Q969H0 whole entry, looked up): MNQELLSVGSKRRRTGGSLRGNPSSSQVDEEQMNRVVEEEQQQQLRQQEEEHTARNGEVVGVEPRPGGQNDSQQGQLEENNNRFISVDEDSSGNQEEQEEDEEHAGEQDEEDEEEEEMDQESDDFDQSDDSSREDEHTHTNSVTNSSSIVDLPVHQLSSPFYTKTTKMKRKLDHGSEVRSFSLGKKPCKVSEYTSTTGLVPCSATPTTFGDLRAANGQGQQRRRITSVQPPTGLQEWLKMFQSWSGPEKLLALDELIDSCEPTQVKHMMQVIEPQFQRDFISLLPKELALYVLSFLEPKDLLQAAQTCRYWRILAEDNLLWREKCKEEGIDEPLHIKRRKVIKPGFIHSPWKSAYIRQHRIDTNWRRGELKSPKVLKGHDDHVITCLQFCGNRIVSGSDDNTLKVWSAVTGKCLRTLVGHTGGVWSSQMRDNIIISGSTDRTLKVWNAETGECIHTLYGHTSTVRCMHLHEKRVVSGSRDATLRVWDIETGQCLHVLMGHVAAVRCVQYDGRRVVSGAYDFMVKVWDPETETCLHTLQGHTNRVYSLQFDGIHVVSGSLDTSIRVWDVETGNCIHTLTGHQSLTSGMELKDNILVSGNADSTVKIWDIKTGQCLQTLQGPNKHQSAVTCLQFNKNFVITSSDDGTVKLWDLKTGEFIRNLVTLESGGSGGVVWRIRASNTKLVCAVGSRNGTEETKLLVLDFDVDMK
GPR151 ag: activators of human GPR151, primary screen, cell-based, PathHunter beta-arrestin, luminescence | AID 1508602, 2020 | G-protein coupled receptor 151 (Homo sapiens), Q8TDV0 | activation, % at 11.2 µM | hit rate 1% among 650,000 | PathHunter beta-arrestin GPR151 cells; in the data active means activation above about 4.9%;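 further: 0% = median of compound wells and 100% = cells with positive control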
Target sequence (Q8TDV0 whole entry, looked up): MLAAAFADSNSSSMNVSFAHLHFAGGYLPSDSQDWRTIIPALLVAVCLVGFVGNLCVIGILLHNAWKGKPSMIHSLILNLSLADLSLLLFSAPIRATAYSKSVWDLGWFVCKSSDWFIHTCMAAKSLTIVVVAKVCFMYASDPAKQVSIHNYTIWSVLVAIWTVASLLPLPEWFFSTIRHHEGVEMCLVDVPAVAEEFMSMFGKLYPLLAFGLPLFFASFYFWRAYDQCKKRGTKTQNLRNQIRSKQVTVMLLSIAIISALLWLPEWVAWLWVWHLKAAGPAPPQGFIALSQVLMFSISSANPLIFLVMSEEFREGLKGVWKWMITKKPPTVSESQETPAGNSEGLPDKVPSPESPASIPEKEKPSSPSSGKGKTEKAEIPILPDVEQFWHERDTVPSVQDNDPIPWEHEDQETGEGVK
TEAD-YAP inh: TEAD-YAP interaction inhibition, primary screen, TEAD-YAP interaction inhibitor project, luminescence, HEK-TIYL cells. AID 1259422, 2018. inhibition, % at 9.12 µM. TEAD-Gal4/YAP UAS-luciferase luminescence. hit rate 1.4% among 640,000; in the data active means inhibition above about 32%;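 further: 0% = median of test compound wells and 100% = reference inhibitor wells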
MITF primary: MITF inhibitors, primary screen, biochemical, AlphaScreen, human. Microphthalmia-associated transcription factor (Homo sapiens), O75030. AlphaScreen MITF homodimerization, bead proximity signal. inhibition, % at 2.6 µM. hit rate 0.91% among 650,000. AID 1259374, 2018; in the data active means inhibition above about 50%;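 further: 0% = vehicle wells with protein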
* marks the source's active call; other numbers are inactive results.

SMILES | FBW7 act | GPR151 ag | TEAD-YAP inh | MITF primary
Cc1cc(C(=O)COC(=O)c2ccc3c(c2)OCCO3)c(C)n1CC1CCCO1 (stereo not drawn) | -0.1 | -1.3 | -7 | -3
COc1ccc(C2C(C(=O)Nc3ccc(Br)cn3)=C(C)NC3=C2C(=O)CC(C)(C)C3)c(OC)c1 (stereo not drawn) | 0.1 | 0.4 | -26 | -7
Cc1ccc(S(=O)(=O)Nc2ccc(N3CCCCS3(=O)=O)cc2)cc1C | -0.1 | 0.2 | 11 | -8
COc1ccc(OC)c(NC(=O)C2=C(C)NC(=S)NC2c2ccc(O)c(OC)c2)c1 (stereo not drawn) | 0.3 | -0.6 | -6 | 5
CCOc1ccc(-c2csc(N)n2)cc1[N+](=O)[O-] | 0.3 | -1.6 | -24 | 11
O=C(Nc1ccon1)C12CC3CC(C1)CC(n1cnc([N+](=O)[O-])n1)(C3)C2 | -0.2 | 0.6 | 7 | 0
c1ccc2c(N3CCC4(CC3)OCCO4)nnc(Cc3ccncc3)c2c1 | 0.1 | 0.2 | 10 | 17
N#Cc1cnn(-c2nc3ccccc3s2)c1N | 0.0 | -0.9 | -28 | 1
C=CCOc1ccc2c(c1)C(=NO)c1cc(OCC=C)ccc1-2 | 0.1 | 0.0 | -21 | 16
c1ccc(-c2cc(-c3ccccc3)n(-c3cc(N4CCOCC4)ncn3)n2)cc1 | 0.0 | 0.5 | -4 | 12
CC(C)OC(=O)C1CCN(S(=O)(=O)c2cccc3nsnc23)CC1 | -0.1 | -0.4 | -4 | 2
Cc1nc2c(c(C)nn2C)c(C)c1CCC(=O)O | 0.0 | 0.5 | -2 | -8
Cc1cc2c(cc1C)N(C(=O)Nc1ccccc1)C(C)(C)CC2C (stereo not drawn) | -0.1 | -0.8 | -4 | 10
COc1ccc(/C=N/NC(=O)Cn2ccnc2C)cc1 | 0.0 | 0.8 | 7 | 2
CC(=O)Cn1cnc2c(cnn2-c2ccccc2Cl)c1=O | 0.1 | 0.3 | 2 | 17
CN1CCCc2cc(C(CN)N3CCCCC3)ccc21 (stereo not drawn) | -0.2 | 6.7* | 12 | 24
O=C(Nc1ccccc1-c1ccccc1)N1CCC(c2nc(-c3ccncc3)no2)CC1 | -0.2 | 2.9 | -6 | 2
COc1cccc(NC(=O)CSc2nnc3c(n2)C2(C)CCC3C2(C)C)c1 (stereo not drawn) | 0.1 | -0.6 | 7 | 0
Cc1cc(-c2cnc(N3CCOCC3)nc2C2CCCN(C(=O)c3cccs3)C2)on1 (stereo not drawn) | 0.0 | 0.0 | 6 | 14
O=C(CN1C(=O)c2ccccc2C1=O)NCc1ccccc1 | 0.0 | 3.7 | -5 | 0
CCCN1CCC(NC(=O)CCc2nnc(Cc3cccc(C)c3)o2)CC1 | 0.0 | 0.1 | 2 | 8
COc1ccc(-n2nc3ccc(NC(=O)c4ccc5c(c4)OCCO5)cc3n2)cc1 | 0.1 | 1.3 | -5 | -3
CSc1nnc2c(n1)OC(c1cc3c(cc1Cl)OCO3)Nc1ccccc1-2 (stereo not drawn) | -0.1 | -0.6 | 1 | 1
CC1(C)OC2OC(CO)C3OC(C)(C)OC3C2O1 (stereo not drawn) | 0.6 | -0.4 | -1 | 9
CCOC(=O)C(CCSc1ccc(Cl)cc1)C(=O)OCC | 0.0 | -0.7 | 6 | -7
Cc1ccccc1-n1nc2c(c1NC(=O)C(C)(C)C)CS(=O)C2 (stereo not drawn) | -0.1 | -0.5 | -13 | -15
C=CCNS(=O)(=O)c1ccc(NC(=O)C2CC2)cc1 | 0.0 | 0.7 | 9 | 9
CCOc1ccccc1NC(=O)CCNC(=O)Cn1cnc2ccccc2c1=O | -0.1 | 1.2 | 5 | 16
COc1ccc(CN2CCN(c3nc(Cc4ccccc4)nc4sc5c(c34)CCCC5)CC2)c(OC)c1OC | -0.1 | 1.7 | 4 | 5
Cc1[nH]n(-c2ccccc2)c(=O)c1C=Nc1ccc(S(=O)(=O)CCO)cc1 | -0.1 | 0.6 | 16 | -1
CC(=O)Nc1ccc(NC(=O)C(Sc2ccccc2)c2ccccc2)cc1 (stereo not drawn) | 0.1 | -0.4 | -5 | -18
O=C(Nc1c2c(nn1-c1ccc([N+](=O)[O-])cc1)CSC2)c1cccc(F)c1 | -0.1 | 1.1 | 1 | 4
CN1C(=O)N(C)C2(c3ccccc3)NC(=S)NNC12c1ccccc1 (stereo not drawn) | -0.1 | -0.6 | -7 | 1
CC(C)(C)n1nc2c(c1NC(=O)CCC1CCCCC1)CSC2 | 0.0 | 1.7 | 8 | 2
Cn1c(=O)[nH]c(=O)c2c1nc1n(CCO)c(-c3ccccc3)cn21 | 0.3 | -2.5 | -5 | 18
CCOc1ccc2nc(C)cc(Nc3cc(Cl)ccc3OC)c2c1 | 0.0 | 0.5 | 38* | 0
CNC(=O)CSc1nnc(-c2ccco2)n1-c1ccc(F)cc1 | 0.0 | -0.1 | -2 | 7
COc1ccc(CNC(=O)CCSCc2ccc(C)cc2)cc1 | -0.2 | -0.4 | 5 | -14
CNC(=O)COc1ccc(Nc2nnc(-c3ccc(C)c(S(=O)(=O)NC)c3)c3ccccc23)cc1 | 0.2 | -0.9 | 3 | 11
CC(C)OC(=O)CCC(=O)NC1CC1 | 0.4 | -0.2 | 1 | 9
N/C(=N\S(=O)(=O)c1ccc([N+](=O)[O-])cc1)Nc1nc2ccccc2o1 | 0.1 | -0.4 | 11 | -4
Cc1sc(-c2c(C#N)c(N)nc3c2CCCCC3)cc1[N+](=O)[O-] | -0.2 | -1.0 | -13 | 10
CC1(C)CC(=O)C2=C(C1)N(Cc1ccco1)C(=O)C2(NC(=O)c1ccco1)C(F)(F)F (stereo not drawn) | 0.2 | 0.3 | 1 | -6
CC(C)=CCSc1nnc(-c2cccnc2)o1 | 0.4 | -0.9 | -14 | 7
CC1(C)CC(=O)C(Sc2ccc([N+](=O)[O-])cc2)=C(O)C1 | 0.0 | -0.3 | 5 | 12
CCC1(C(=O)OC)NC(c2ccccc2OC)C2C(=O)N(C)C(=O)C21 (stereo not drawn) | -0.1 | -0.3 | 5 | 4
CC(=O)c1cc(F)c(N2CCN(C(=O)c3ccc(F)cc3)CC2)cc1C | -0.2 | 0.2 | 5 | 3
CCCc1ccc2c(N)c(C(=O)N3c4ccccc4Sc4ccccc43)sc2n1 | 0.6 | 1.0 | 5 | 8
COc1ccc(C2(C(=O)NC(C)(C)C)CCCC2)cc1 | 0.0 | 0.2 | 0 | -11
CN(CC(=O)NC1CCCCCC1)S(=O)(=O)c1ccc2c(c1)n(C)c(=O)c(=O)n2C | 0.1 | 1.0 | 4 | 9
Further compounds:
SMILES | FBW7 act | GPR151 ag | TEAD-YAP inh | MITF primary
CC(Sc1sc(=S)sc1SC(C)C(=O)O)C(=O)O (stereo not drawn) | -0.1 | -0.2 | -10 | 4
COc1ccc(Nc2nnc(SCC(=O)NC34CC5CC(CC(C5)C3)C4)s2)cc1 | 0.2 | 2.4 | 1 | 7
COc1ccccc1NC(=O)CSc1nc2sc3c(c2c(=O)n1C)CC(C)(C)OC3 | 0.4 | -0.6 | -9 | 28
Fc1ccccc1Nc1nc(N2CCOCC2)c2ccccc2n1 | -0.1 | -0.1 | 4 | -13
COc1ccc(CN2CCNC(=O)C2CC(=O)N2CCCN(C(C)=O)CC2)c(OC)c1 (stereo not drawn) | 0.0 | -0.4 | 9 | 2
COc1ccc(-c2ccc(C)c(NS(C)(=O)=O)c2)nn1 | -0.1 | -1.5 | -10 | 8
CC(C)c1cc(C(F)(F)F)n2nc(C(=O)O)cc2n1 | 0.0 | -0.5 | 2 | 4
Cc1ccc(Cl)cc1N1C(=O)C2CC=CCC2C1=O (stereo not drawn) | 0.0 | -1.0 | 5 | 20
CNC(=O)Cc1nc2ccccc2n1CC(=O)NCCc1ccccc1 | 0.0 | -1.5 | -1 | 23
NC(=O)CSc1ncnc2c1cnn2-c1ccccc1Cl | 0.1 | 0.2 | 8 | 12
Cc1ccc(S(=O)(=O)N2CCCC2CNC(=O)c2ccc3c(c2)OCO3)cc1 (stereo not drawn) | -0.3 | 1.6 | 4 | 6
CCOc1ccc(OCCn2c(SCC(=O)O)nc3c(N)ncnc32)cc1 | -0.1 | 0.5 | -10 | -2
NNc1nnc2c(n1)[nH]c1ccc(F)cc12 | -0.1 | 0.4 | -1 | 9
CC1CCN(S(=O)(=O)c2ccc(Cl)c(Cl)c2)CC1 | 0.1 | 0.0 | 1 | 13
COc1cc(C(=O)O/N=C(\N)c2ccc([N+](=O)[O-])cc2)cc(OC)c1OC | 0.5 | 0.0 | 8 | 13
COc1ccc(CCNc2cc(N3CCC(N4CCOCC4)CC3)ncn2)cc1 | 0.5 | 2.2 | -20 | 1
CC(=O)Nc1ccc2nc(NC(=O)c3ccc(Cc4ccccc4)cc3)sc2c1 | 0.0 | -1.2 | -12 | 6
Cc1ccc(C(=O)Nc2ccc(F)cc2F)o1 | -0.1 | -3.4 | -21 | -17
O=C(Cc1cn(-c2ccc(Nc3ccccc3)nn2)c2ccccc12)NCCO | 0.0 | 1.6 | -3 | 1
Cc1cc(N2CCCCC2)nc2ccc(NC(=O)c3cc(-c4cccs4)nc4ccccc34)cc12 | -0.1 | 0.6 | 2 | 3

2 of these compounds, set out differently.
structure	FBW7 act	GPR151 ag	TEAD-YAP inh	MITF primary
CCOc1ccc2nc(C)cc(Nc3cc(Cl)ccc3OC)c2c1	0.0	0.5	38*	0
CNC(=O)CSc1nnc(-c2ccco2)n1-c1ccc(F)cc1	0.0	-0.1	-2	7

Ordered by count of non-hydrogen atoms (low to high): some entries from above
SMILES | FBW7 act | GPR151 ag | TEAD-YAP inh | MITF primary
NNc1nnc2c(n1)[nH]c1ccc(F)cc12 | -0.1 | 0.4 | -1 | 9
Cc1ccc(C(=O)Nc2ccc(F)cc2F)o1 | -0.1 | -3.4 | -21 | -17
CC1CCN(S(=O)(=O)c2ccc(Cl)c(Cl)c2)CC1 | 0.1 | 0.0 | 1 | 13
Cc1ccc(Cl)cc1N1C(=O)C2CC=CCC2C1=O (stereo not drawn) | 0.0 | -1.0 | 5 | 20
NC(=O)CSc1ncnc2c1cnn2-c1ccccc1Cl | 0.1 | 0.2 | 8 | 12
CNC(=O)Cc1nc2ccccc2n1CC(=O)NCCc1ccccc1 | 0.0 | -1.5 | -1 | 23
COc1cc(C(=O)O/N=C(\N)c2ccc([N+](=O)[O-])cc2)cc(OC)c1OC | 0.5 | 0.0 | 8 | 13
Cc1ccc(S(=O)(=O)N2CCCC2CNC(=O)c2ccc3c(c2)OCO3)cc1 (stereo not drawn) | -0.3 | 1.6 | 4 | 6
CC(=O)Nc1ccc2nc(NC(=O)c3ccc(Cc4ccccc4)cc3)sc2c1 | 0.0 | -1.2 | -12 | 6
Cc1cc(N2CCCCC2)nc2ccc(NC(=O)c3cc(-c4cccs4)nc4ccccc34)cc12 | -0.1 | 0.6 | 2 | 3

Continued:
SMILES | FBW7 act | GPR151 ag | TEAD-YAP inh | MITF primary
COc1cccc(C(=O)NCC2CCCN(Cc3ccc(CO)o3)C2)c1OC (stereo not drawn) | -0.1 | -1.5 | 13 | 0
CNC(=O)c1c(NC(=O)c2ccccc2F)sc2c1CCCCC2 | -0.1 | 0.8 | 6 | 1
Cc1ccc(S(=O)(=O)Nn2c(SCC(=O)Nc3nccs3)nc3ccccc3c2=O)cc1 | -0.1 | 0.0 | -5 | -21
Cc1ccc(S(=O)(=O)Nc2ccccc2C(F)(F)F)cc1 | 0.2 | 0.7 | -2 | -7
CC(C)(C)OC(=O)COc1ccc(/C=N/NC(=O)CSc2ncccn2)cc1 | 0.0 | 0.3 | -47 | -5
CS(=O)(=O)Nc1ccc(-c2cnc3cccc(-c4cccnc4)c3c2)cc1 | 0.1 | -1.2 | -20 | 32
O=C(NCc1cccc(C(F)(F)F)c1)c1cccs1 | 0.6 | -1.1 | -18 | 10
CC(NC(=O)Nc1ccc(Cl)cc1)c1nc(-c2ccncc2)n[nH]1 (stereo not drawn) | -0.1 | -0.9 | 9 | 9
Cc1cccc(NC(=O)CCS(=O)(=O)c2ccc(Cl)cc2)c1 | 0.0 | 0.6 | 1 | 10
Cc1ncsc1CCN1C(=O)C(=O)c2ccccc21 | 0.0 | 0.6 | 5 | 7
Cc1cccc(NC(=O)CSc2ncnc3c2nnn3Cc2ccccc2F)c1C | 0.2 | -0.4 | 2 | -8
CCCCOc1ccc(C(=O)OCC(=O)Nc2ccc(S(N)(=O)=O)cc2)cc1 | -0.1 | -1.6 | 9 | 1
O=C(CN1N=NC2C(=O)N(c3ccc(F)cc3F)C(=O)C21)Nc1ccccc1 (stereo not drawn) | 0.1 | 0.9 | 0 | -10
O=C(CCCCCn1c(=S)[nH]c2ccc(Br)cc2c1=O)N1CCN(C(=O)c2ccco2)CC1 | -0.1 | 0.0 | -4 | -9
Cc1cc2cc(C#N)c(NCCNC(=O)c3cnccn3)nc2cc1C | 0.0 | 0.3 | -18 | 6
CC(C)n1cnc2c(NCc3ccccc3)nc(Nc3ncccn3)nc21 | 0.1 | 0.2 | 10 | 4
COC(=O)/C=C/c1ccc(OCC(C)C)c(OC)c1 | -0.1 | -0.6 | -24 | -2
O=C1CC(N2CCCCC2)C(=O)N1c1ccc(Cl)c(Cl)c1 (stereo not drawn) | 0.1 | -0.4 | 3 | -2
O=C(NCC1CCC2(CCN(Cc3ccc4cccnc4c3)CC2)O1)C1CCOCC1 (stereo not drawn) | -0.1 | -0.5 | -1 | 3
CC(C)c1ccc(S(=O)(=O)N2CCN(CC(=O)c3ccc(F)cc3)CC2)cc1 | 0.1 | 0.2 | 4 | -6
CC(=O)Nc1cccc(Oc2ncnc3scc(-c4ccccc4)c23)c1 | 0.2 | 0.2 | -40 | 1
